Source: PubChem
ERK EGF inh: qHTS Assay for Inhibitors of the ERK Signaling Pathway using a Homogeneous Screening Assay; Stimulation with EGF; AID 1454, 2008; HEK293-V1b, EGF-stimulated phospho-ERK AlphaScreen; hit rate 0.41% among 130,000; Potency, µM (titrated, usually from 11.5 µM), inactives show top-dose activity change, negative = inhibition, actives largely listed as inhibitors; active = well fitted inhibition curve with a large enough effect; inconclusive = small, poorly fitted or top-dose-only effect, or effect the other way;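 also: plate controls were stimulated vehicle wells for no effect and unstimulated vehicle basal for full effect; nearly all actives have a fitted effect of over 55% in size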
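Homogeneous cell-based phospho-ERK assay: HEK293/V1b cells in 1% FBS, compound 30 min then EGF 5 min, AlphaScreen luminescence. Activity normalized between DMSO and 25 nM EGF controls; AC50 from Hill modelling.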
An asterisk follows results filed as active; ? = inconclusive; [ ] = remark or other dose. Potency is read from the fitted curve at half-maximal effect.

SMILES	ERK EGF inh
Cc1nc(C)n(CC(=O)N2CCCC(C(=O)c3ccc(C(F)(F)F)cc3)C2)n1 (centres undefined)	5%[57.5 µM]
Cc1ccc(N=CC=C2OC(C)(C)C(C)(C)O2)c(C)c1	10%
COc1ccc(Cl)cc1N(CC(=O)NCC(C)C)S(=O)(=O)c1ccc(C)c([N+](=O)[O-])c1	-1%
C/C(=N/NC(=O)CN1CCN(S(=O)(=O)c2ccc(Br)cc2)CC1)c1ccncc1	7%[57.5 µM]
CC(C)c1ccccc1NC(=O)COC(=O)CNC(=O)c1ccc(Br)cc1	-16%
COc1cccc(/C=C2\Sc3ccc(C(=O)NCc4cccnc4)cc3N(C)C2=O)c1	?
Cc1nnc(NC(=O)CSc2nc3c(c(=O)n2C)SC(C)C3)s1 (centres undefined)	4%
c1ccc(-n2nnnc2CN2CCOCC2)cc1	13%
CCOC(=O)C1(Cc2ccccc2)CCN(Cc2cccn2-c2cccnc2)CC1	5%
CC(=O)SC1CC(=O)N(c2c(C)cccc2C)C1=O (centres undefined)	6%[57.5 µM]
O=C(CC1NCCc2ccccc21)Nc1ccccc1Cl (centres undefined)	-5%
CS(=O)(=O)N(CC(=O)NCc1ccccc1Cl)C1CCCCC1	-1%
COc1cc(COCC(O)CN2CCN(Cc3ccccc3)CC2)cc(OC)c1OC (centres undefined)	0%
Cc1sc2ncnc(Sc3nnc4sc5ccccc5n34)c2c1C	3%
COC(=O)c1ccc(COC(=O)CNC(=O)c2ccc(-c3ccccc3)cc2)cc1	5%
CCN(CC)CCOC(=O)c1ccc(N/C=C(/C#N)c2nc(-c3ccc(OC)c(OC)c3)cs2)cc1	18%[57.5 µM]
COC1CCCN(C(=O)c2ccc(OC3CCN(CCc4ccccc4)CC3)cc2)C1 (centres undefined)	6%
O=C(O)CCNC(=S)Nc1cccc(F)c1	7%[57.5 µM]
COc1ccc(CCNC(=O)C(NC(=O)OCc2ccccc2)C(C)C)cc1OC (centres undefined)	-3%[57.5 µM]
COC(=O)c1ccc(S(=O)(=O)NCc2ccccc2)n1C	-9%[57.5 µM]
CCOC(=O)C1CCN(CCC(=O)Nc2ccc(F)cc2)CC1	-4%
CC(=O)c1cc(F)c(N2CCN(C(=O)COc3ccc(F)cc3)CC2)cc1C	-4%
O=C(O)CNS(=O)(=O)c1c(Cl)cccc1Cl	3%[57.5 µM]
COc1cccc(-c2cc(C(=O)NN3CCOCC3)c3ccccc3n2)c1	0%
O=C(COC(=O)Cc1ccc(Br)cc1)NCC1CCCCC1	-9%
SMILES	ERK EGF inh
N=C1C(c2ccccc2)=C(O)CN1c1cccc(S(=O)(=O)N2CCCCC2)c1	-22%[57.5 µM]
O=C1C2C3C=CC(C4CC34)C2C(=O)N1/N=C/c1ccc([N+](=O)[O-])o1 (centres undefined)	7%
O=c1c2ccccc2nc(/C=C/c2ccc3c(c2)OCO3)n1CCCO	-2%
CC(C)c1nnc(NC(=O)CCC(=O)Nc2ccccc2)s1	4%[57.5 µM]
O=Cc1ccc(OCc2ccccn2)cc1	-4%
C#CC[N+]1(CC#Cc2cccc3ccccc23)CCOCC1	5%
COc1ccc(Nc2nc3c([nH]2)c(=O)[nH]c(=O)n3C)cc1	1%
Cc1ccc2nc(-c3ccc(NS(=O)(=O)c4c(C)n(C)c(=O)n(C)c4=O)cc3)sc2c1	3%[57.5 µM]
CC1CN(CCCOc2ccc([N+](=O)[O-])cc2)CC(C)O1 (centres undefined)	3%
CC(c1ccccc1)N1C(=O)/C(=C/c2ccncc2)SC1=S (centres undefined)	22µM*
COc1ccc(CCNC(=S)NC(=O)c2cccc(Cl)c2)cc1OC	-1%[57.5 µM]
CC(=O)c1cc(C#N)c(N2CC(C)OC(C)C2)nc1C (centres undefined)	-14%
S=C(NCCN1CCOCC1)Nc1ccc(Nc2ccccc2)cc1	-23%
Cc1nc(SCC(N)=O)c(C#N)c(C)c1C	3%[57.5 µM]
COc1ccc(Cc2nnc(SCC(=O)N3CCCC3)o2)cc1	-2%
COC(=O)c1cc(Cl)c(NC(=O)Cc2ccccc2)cc1OC	10%
c1cc(C2CCN(Cc3nc(-c4ccc5c(c4)OCO5)no3)CC2)ccn1	7%
O=C(Nc1cccc(Cl)c1)c1cc(S(=O)(=O)NCCc2ccc(Cl)cc2)ccc1F	5%
O=[N+]([O-])c1cccc(-c2cnc3ccccc3n2)c1	0%[57.5 µM]
O=C(COC(=O)c1cc(S(=O)(=O)N2CCCCC2)ccc1Cl)NCc1ccco1	0%
CCN(CC)c1ncnc2c1ncn2Cc1c(Cl)cccc1Cl	-5%
Nc1ccc(N2CCOCC2)cc1C(F)(F)F	19%
COc1cccc(/C=N\NC(=O)C2=NNC(=O)C2C)c1O (centres undefined)	2%
COC(=O)C1=C(C)NC(=O)C1(NC(=O)c1ccncc1)C(F)(F)F (centres undefined)	-10%
Cc1cc(=O)n2c(sc3ccccc32)c1C#N	0%

A draw from above in order of formula weight, low to high.
SMILES	ERK EGF inh
Nc1ccc(N2CCOCC2)cc1C(F)(F)F	19%
O=[N+]([O-])c1cccc(-c2cnc3ccccc3n2)c1	0%[57.5 µM]
CCN(CC)c1ncnc2c1ncn2Cc1c(Cl)cccc1Cl	-5%
c1cc(C2CCN(Cc3nc(-c4ccc5c(c4)OCO5)no3)CC2)ccn1	7%

Reprinted at random: three entries already listed.
SMILES	ERK EGF inh
CC(c1ccccc1)N1C(=O)/C(=C/c2ccncc2)SC1=S (centres undefined)	22µM*
S=C(NCCN1CCOCC1)Nc1ccc(Nc2ccccc2)cc1	-23%
CC(=O)c1cc(C#N)c(N2CC(C)OC(C)C2)nc1C (centres undefined)	-14%

Next section:
SMILES	ERK EGF inh
CCOc1cc(CNn2c(C)nnc2SCC(=O)NC(C)(C)C)ccc1OCC(=O)NC(C)(C)C	-16%
CN1CCN(c2ccc(S(=O)(=O)N3CCCCC3)cc2NC(=O)c2ccc3ccccc3c2)CC1	7%
Cc1ccc(C2CC(c3cccc(C)c3)n3nc(N)nc3N2)cc1 (centres undefined)	-2%
CC1=CC(=O)C(C(C)C)=C/C1=N/OS(=O)(=O)c1ccccc1	?
c1ccc(C[n+]2cccc(-c3ccccc3)c2)cc1	9%
COc1cccc(NC(=O)COc2cccc(-n3cnnn3)c2)c1	-5%
CC(C)(C)c1cc(-c2nc(N)nc(N)n2)cc(C(C)(C)C)c1	-1%
COc1ccc(/C(O)=C2/C(=O)C(=O)N(Cc3ccco3)C2c2cccs2)cc1 (centres undefined)	0%[57.5 µM]
CCOC(=O)c1sc(=S)n(C)c1NC(=O)c1ccc(C(C)(C)C)cc1	6%[57.5 µM]
N#CCCCS(=O)(=O)c1nnnn1-c1ccc(F)cc1Br	-17%
Cc1oc(-c2ccccc2F)nc1CS(=O)(=O)CC(=O)NCCCN1CCc2ccccc2C1	9%
O=C1c2cccc3cccc(c23)C(=O)N1Nc1ccccc1	-3%
NC(=S)Nc1cccc(Cl)c1	6%[57.5 µM]
CC1=C(C(=O)OC(C)C)[C@@H](c2ccc(C)o2)NC(=O)N1	3%
O=C(NCCc1c[nH]c2ccccc12)OCCSS(=O)(=O)O	-13%[57.5 µM]
COc1ccc(/C=C2/N=C3CCCCCN3C2=O)cc1	-9%
Cc1ccc(S(=O)(=O)N2CCN(C(=O)c3cccs3)CC2)c(C)c1	6%
COc1ccccc1NC(=O)COC(=O)/C=C/c1ccccc1[N+](=O)[O-]	6%
CCCCOC(=O)CSC(=S)N(C)Cc1cccs1	1%
COc1cc(NC(=O)CCCl)cc(-n2cnnn2)c1	-7%
Cc1cc(NC(=O)CN2C(=O)NC(C)(c3ccc(Cl)cc3)C2=O)no1 (centres undefined)	15%
O=C(CC1Nc2ccccc2NC1=O)Nc1ccc2c(c1)OCO2 (centres undefined)	6%
O=C(O)c1ccc(NS(=O)(=O)c2ccsc2C(=O)O)cc1	3%
CC(C)Oc1ccc(/C=N/NC(=O)C(CSCc2ccccc2)NC(=O)c2ccc([N+](=O)[O-])cc2)cc1 (centres undefined)	5%
Fc1ccccc1-n1cn[nH]c1=S	-2%
SMILES	ERK EGF inh
CCc1ccc(NC(=O)c2c(Cl)nc(C)c(Cl)c2C)cc1	8%
CN(C)C(=C(C#N)C#N)N1CCN(c2ccc(Cl)cc2)CC1	-6%
CC(C)CNS(=O)(=O)c1ccc(OCC(=O)NCc2ccco2)cc1	0%
CC(Oc1ccccc1)C(=O)NN1Cc2ccccc2C1=N (centres undefined)	0%
O=C(Nc1ccc(F)cc1)C1CCN(C(=O)c2ccc([N+](=O)[O-])cc2)CC1	-6%
O=C(c1cnn2c(C(F)F)cc(-c3ccccc3)nc12)N1CCc2ccccc21	-2%
CC1CC(=O)N(c2ccc(NCc3ccccc3Cl)c([N+](=O)[O-])c2)C1=O (centres undefined)	2%
Cc1[nH]c2ccccc2c1C(=O)C(=O)N1CCN(C)CC1	0%
Cc1ccc(C)n1-c1nn(S(=O)(=O)c2cccc(C(F)(F)F)c2)c2cccc(F)c12	-1%[57.5 µM]
COc1cccc(-c2c(C#N)c(N)nc3c2c(=O)nc2sccn23)c1	6%
Cc1cccc(C)c1NC1=C(Cl)C(=O)OC1OC(C)C (centres undefined)	4%
COc1ccc(C(=O)NCc2nnc(SCCOc3ccccc3)n2C)cc1	3%
COc1ccc(Nc2c(-c3ccco3)nc3ccc(C)cn23)cc1	5%
Nc1nc(NCc2ccco2)nc(Nc2cccc(F)c2)c1[N+](=O)[O-]	-10%[57.5 µM]
O=P(c1ccccc1)(c1ccccc1)C(O)c1ccccn1 (centres undefined)	-19%[57.5 µM]
Cc1ccc2nc(-c3ccc(NC(=O)CCS(=O)(=O)c4ccccc4)cc3)sc2c1	2%
COc1ccc(CN(C)CC(=O)Nc2c(C)cccc2C)c(OC)c1	3%
COc1ccccc1Nc1nnc(SCc2nnc(-c3cc(OC)c(OC)c(OC)c3)o2)s1	5%
O=C1NC(=O)/C(=C\c2ccc(OCc3cccc(C(=O)O)c3)c(Cl)c2)N1	-3%
Cc1ccc(C(=O)N2c3ccccc3CC2C)o1 (centres undefined)	-7%
O=C(O)CC/C(=N\Nc1ccc([N+](=O)[O-])cc1S(=O)(=O)N1CCOCC1)c1cccs1	2%[57.5 µM]
CCCCOC(=O)c1ccc(N=Nc2c(C)c(C#N)c(O)[nH]c2=O)cc1	0%[57.5 µM]
Cc1cc(OCCCn2ccnc2)ccc1C(C)C	-2%
Cc1nnc(SCC(=O)N2N=C(c3ccc(Cl)cc3)CC2c2ccco2)[nH]c1=O (centres undefined)	11%
Cc1cc(C(F)(F)F)n2nc(-c3cccs3)cc2n1	-5%[57.5 µM]

Reformatted with each value named: entries from further up.
COc1ccc(CCNC(=O)C(NC(=O)OCc2ccccc2)C(C)C)cc1OC (centres undefined)
  ERK EGF inh: -3%[57.5 µM]

COC(=O)c1ccc(S(=O)(=O)NCc2ccccc2)n1C
  ERK EGF inh: -9%[57.5 µM]

CCOC(=O)C1CCN(CCC(=O)Nc2ccc(F)cc2)CC1
  ERK EGF inh: -4%

CC(=O)c1cc(F)c(N2CCN(C(=O)COc3ccc(F)cc3)CC2)cc1C
  ERK EGF inh: -4%

In another format: 4 of the compounds above.
Cc1ccc(C)n1-c1nn(S(=O)(=O)c2cccc(C(F)(F)F)c2)c2cccc(F)c12
  ERK EGF inh: -1%[57.5 µM]
Cc1nnc(SCC(=O)N2N=C(c3ccc(Cl)cc3)CC2c2ccco2)[nH]c1=O (centres undefined)
  ERK EGF inh: 11%
COc1ccccc1Nc1nnc(SCc2nnc(-c3cc(OC)c(OC)c(OC)c3)o2)s1
  ERK EGF inh: 5%
O=P(c1ccccc1)(c1ccccc1)C(O)c1ccccn1 (centres undefined)
  ERK EGF inh: -19%[57.5 µM]

Next section:
SMILES	ERK EGF inh
N#CC1=C(N)Oc2c(ccc3cccnc23)C1c1ccccc1 (centres undefined)	10%[57.5 µM]
Cc1ccc(-n2ncc3c(=O)n(CC(=O)N4CCCc5ccccc54)cnc32)cc1C	0%
C=CCN(C(=O)c1csnn1)C(C(=O)NC(C)(C)C)c1ccncc1 (centres undefined)	-8%
S=c1[nH]nc(CN2CCCCC2)n1Cc1ccccc1	0%
Cc1nn(-c2cccc(Cl)c2)c2nc(C(F)(F)F)[nH]c(=O)c12	-4%
COc1ccc(CC(=O)Nc2ccc(C(=O)NC(C)(C)C)cc2)cc1OC	0%
CCCC/C(C)=N/NC(=O)c1cn(-c2ccccc2)nc1-c1ccccc1	2%

This is a subset (hit frequency here may not be typical).
